Screens (PubChem)
Autophagy mod – autophagy modulators in MEF cells, primary screen, imaging, high-content, MEF GFP-LC3; MEF GFP-LC3 puncta imaging; test concentration mostly 10 µM; calls only at 10 µM (by protocol); hit rate 0.98% among 190,000; AID 463193, 2010;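 active means percentage of spot-positive cells more than 3 SD above its plate mean, without a fluorescence outlier flag or 80% toxicity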;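 further: spot-positive cell cutoff set from DMSO-treated cells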
Dynein cargo inh – inhibitors of GR-EGFP nuclear translocation, primary screen, dynein cargo transport inhibitor project, imaging, high-content, 3617.4 mouse cells; z-score, hits read low; AID 1381, 2008; hit rate 0.47% among 220,000; test concentration mostly 20 µM; stimulated with dexamethasone, 1 µM; stronger effect = lower value;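 active means plate z-score of nuclear minus cytoplasmic receptor signal below a set negative limit, without overly bright fluorescence or cell loss, cut at about -3.5 in these data, passing the limit was not always enough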;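 further: z-score of nuclear minus cytoplasmic ring GR-EGFP intensity difference per well; some compounds called inactive have numbers as strong as hits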
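Buffer or medium: Induction medium lacking tetracycline, stripped serum | Also added: Dexamethasone agonist, 1.0 µM final, for 30 min | Timing: 48 h induction, 1 h compound, 30 min dex at 37 °C | Detection: Formaldehyde fixation, Hoechst nuclear stain, 10x automated fluorescence imaging | Measure: Nuclear versus cytoplasmic GR-EGFP signal, averaged per well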
MT stabilizer – microtubule stabilizers in HeLa cells, primary screen, imaging, high-content imaging; HeLa tubulin immunostaining HCS, 24 h; share of cells brighter than vehicle mean+2SD; % tubulin-high responders, % at 10 µM; hit rate 0.83% among 200,000;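 active means plate Z-score above 3 for both tubulin-high and condensed-nucleus cell shares, with cell loss under 80%, at 10 µM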;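 further: anti alpha tubulin signal scored within the nucleus-defined area of each cell; some results filed as inactive read as strong as hits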
Yfh1-off respiration – enhancers of respiration in Yfh1-depleted yeast, dose response, Friedreich's ataxia, plus single-dose screen (AID 1465). S. cerevisiae Yfh1-off respiration, WST-1 reduction, 72 h; higher fold induction means a stronger effect. fold induction at 50 µM, or EC50 in µM where a hit was titrated. hit rate 0.074% among 220,000;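 active means fold induction of absorbance versus untreated yeast above a set limit, then at least 30% activation at any dose in follow-up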;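 further: activators that raise dye reduction in frataxin-depleted yeast; strong numbers were not always called active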
P. falciparum M17LAP – P. falciparum M17LAP inhibitors, primary screen, biochemical, fluorogenic H-Leu-NHMec substrate, 1536-well (AID 1619); inhibition, % at 30 µM, or IC50 in µM where a hit was titrated; recombinant M17LAP, H-Leu-NHMec fluorogenic kinetic assay; higher % means a stronger effect; hit rate 0.38% among 220,000;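 active means compound inhibiting the enzyme by more than half at any dose during confirmatory dose-response retesting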;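 further: plate controls were full reaction with DMSO carrier for no effect and no enzyme background for full effect; strong numbers were not always called active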
WT yeast gro inh – growth inhibition of WT strain, primary screen, mitochondrial fusion inhibitor project, WT and mutant strains, chemical genetic; inhibition, % at 10 µM; mitochondrial fusion phenotypic screen; AID 1362, 2008; hit rate 2.1% among 190,000; in the data active means inhibition above about 58%; tested in S. cerevisiae
bCat nuc transl – modulators of beta-catenin nuclear translocation, primary screen, imaging, HeLa cells, immunofluorescence, high-content | hit rate 0.3% among 190,000 | nuclear translocation activity, % at 5 µM | AID 1665, 2009;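 active means nuclear translocation activity above 50% at 5 µM, with a well cell count of 50 or more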;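 further: per-cell ratio of nuclear to cytoplasmic median beta-catenin stain intensity; plate controls were DMSO negative control for no effect and GSK-3 inhibitor IX positive control for full effect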
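Test system: HeLa cells, endogenous beta-catenin; Compound: single 5 µM dose plus 0.02–20 µM confirmation series; Times: compound exposure 24 h at 37°C; Signal: fluorescence imaging of beta-catenin antibody stain plus DAPI; Read-out: % activation, nuclear-to-cytoplasmic median beta-catenin signal ratio per cell.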
M1AAP inhibition – P. falciparum M1AAP inhibitors, biochemical, fluorogenic H-Leu-NHMec substrate, 1536-well (AID 1445) | Aminopeptidase N (Plasmodium falciparum (isolate 3D7)) | recombinant M1AAP, H-Leu-NHMec fluorogenic kinetic assay; higher % means a stronger effect | inhibition, % at 30 µM; hits with a dose series show IC50 in µM | hit rate 0.42% among 220,000;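 active means primary inhibition above the hit cutoff, then over 50% inhibition at one or more dose response concentrations, cut at about 23% in these data, passing the limit was not always enough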;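 further: plate controls were DMSO full reaction for no effect and no enzyme background for full effect; strong numbers were not always called active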
T cell modulator – modulators of CD8 T cell-vesicle binding, primary screen, mouse 2C CD8+ T cells, flow cytometry; AID 2052, 2009; hit rate 0.068% among 330,000; calls only at 7 µM; 2C CD8+ T cell-vesicle binding; stronger effect = lower value;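 active means response, share of CD8 T cells binding vesicles, and their 90th percentile fluorescence all below set limits, cut at about 80% in these data, passing the limit was not always enough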
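Assay system: 2C TCR transgenic mouse naive CD8+ T cells, MACS-purified | Read-out: CD8+ gate FL2 mean fluorescence as % of same-row positive control | Signal: High-throughput flow cytometry with anti-B7-1 and anti-CD8 staining | Timing: Binding step 1.5 h, 37 °C, antibody labelling 20 min, ice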
WT yeast gro inh mutant strain – also measured in WT yeast gro inh; calls as there; inhibition, %; mitochondrial fusion phenotypic screen, mutant strain inhibition
Dynein cargo inh cytoplasmic EGFP – recorded beside Dynein cargo inh, whose call it bears; z-score; measured here: cytoplasmic GR-EGFP intensity; stronger effect = higher value
Dynein cargo inh nuclear GR-EGFP – recorded beside Dynein cargo inh, whose call it bears; z-score; measured here: nuclear GR-EGFP intensity;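 lower value marks the stronger effect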
Dynein cargo inh cell count – recorded beside Dynein cargo inh, whose call it bears; z-score; measured here: cell count per field
bCat nuc transl cell count 5 µM – recorded beside bCat nuc transl, whose call it bears; cell count; measured here: cell count, cytotoxicity flag
T cell modulator vesicle-bound % – also measured in T cell modulator; calls as there; double positive events, %; measured here: CD8+ vesicle-bound cell fraction;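 binding gate set so that unloaded-vesicle control wells show 10% double positive cells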
MT stabilizer Hoechst-high % – also measured in MT stabilizer; calls as there; % Hoechst-high responders; measured here: nuclear condensation Hoechst responders;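 share of cells brighter than vehicle mean plus two SD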
MT stabilizer cytotoxicity % – also measured in MT stabilizer; calls as there; toxicity, %; measured here: cytotoxicity by cell density;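 0% = mean cell density of plate MIN control wells and 100% = no cells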
Autophagy mod cell loss 18 h – further read-out of Autophagy mod, marked with its call; toxicity, %; measured here: cell loss, nuclei count;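 cell loss after 18 h compound exposure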
Numbers without * were called inactive; i = inactive; x = no result given; + = active, no number.

SMILES | Autophagy mod | Autophagy mod cell loss 18 h | Dynein cargo inh | Dynein cargo inh cytoplasmic EGFP | Dynein cargo inh nuclear GR-EGFP | Dynein cargo inh cell count | MT stabilizer | MT stabilizer Hoechst-high % | MT stabilizer cytotoxicity % | Yfh1-off respiration | P. falciparum M17LAP | WT yeast gro inh | WT yeast gro inh mutant strain | bCat nuc transl | bCat nuc transl cell count 5 µM | M1AAP inhibition | T cell modulator | T cell modulator vesicle-bound %
COC(=O)c1cccc(C(=O)Nc2ccc(C)cc2Br)n1 | i | 10 | -0.16 | -0.17 | 0.18 | -0.12 | 7.0 | 3.3 | 4.7 | x | 8% | -12 | -17 | 2.7 | 1369 | 7% | i | 8
O=C(c1ccc(Cl)c(S(=O)(=O)N2CCCCCC2)c1)N1CCCC1 | x | x | -0.8 | -0.22 | -0.39 | 0.4 | x | x | x | i | 2% | x | x | -0.2 | 1333 | 0% | i | 50
O=C(NCCNc1ccc2ccccc2c1)c1cccn2c(=O)c3sccc3nc12 | i | 10 | -0.7 | -0.35 | -0.0094 | 1.1 | 4.0 | 2.8 | 1.0 | i | 4% | 1 | 23 | -3.0 | 1148 | 7% | i | 30
COC(=O)/C=C/c1c(C)[nH]c(=O)[nH]c1=O | x | x | -1 | -0.23 | -0.26 | 1.8 | x | x | x | i | 1% | x | x | 0.9 | 1263 | 5% | i | 38
Cc1cnc(C(=O)N2CCN(S(=O)(=O)c3ccc4ccccc4c3)CC2)cn1 | i | 17 | -0.38 | -0.24 | -0.07 | 0.61 | 2.0 | 2.3 | 5.5 | i | -8% | 0 | 5 | 0.1 | 1148 | 11% | i | 59
O=C1c2ccccc2C(=O)N1CCc1nc2ccccc2c(=O)n1CCCn1ccnc1 | i | 5 | -0.19 | -0.19 | -0.26 | 0.44 | 2.2 | 2.0 | 9.9 | i | -9% | 7 | 3 | -0.2 | 1119 | -7% | i | 17
Cc1ccc(-n2cc(-c3ccccc3)c3c(=O)[nH]cnc32)cc1 | i | -6 | 0.034 | -0.33 | -0.32 | 0.25 | 1.3 | 1.4 | 1.9 | i | 31% | 38 | 26 | 0.3 | 503 | 1% | i | 4
CC1CC(C)CN(S(=O)(=O)c2ccc(C(=O)Nc3nnc(-c4cccs4)o3)cc2)C1 (stereo unspecified) | i | -8 | 2.4 | 0.24 | 1.2 | -1.4 | i | x | 100 | x | 4% | 54 | 22 | -1.5 | 917 | -7% | i | 37
CC1=C(C(N)=O)C(c2ccco2)C(C(N)=O)=C(C)N1 | i | 3 | -0.11 | -0.22 | -0.064 | 0.62 | 1.9 | 1.9 | 2.7 | i | -9% | -31 | -4 | x | x | 5% | i | 26
c1ccc(-n2cnnc2SCc2nc3ccccc3s2)cc1 | + | 10* | -0.4 | -0.11 | 0.051 | -0.27 | 2.5 | 1.5 | 5.2 | i | 2% | -39 | -10 | 1.9 | 1160 | 9% | i | 15
CCCC(=O)NCCc1ccc(F)cc1 | i | -26 | -0.52 | -0.24 | -0.49 | 1.7 | 4.1 | 2.2 | 5.3 | i | 7% | -2 | 4 | 5.5 | 932 | 5% | i | 30
O=C(NC1CCCc2ccccc21)c1cc(S(=O)(=O)N2CCOCC2)ccc1F (stereo unspecified) | i | 20 | -0.2 | -0.19 | -0.47 | -0.024 | 1.5 | 3.2 | 2.5 | i | 20% | 0 | 4 | -1.4 | 1086 | 6% | i | 42
COc1ccc(CCN2C(=O)CC(N3CCN(c4ccccn4)CC3)C2=O)cc1OC (stereo unspecified) | i | 3 | 0.28 | -0.24 | 0.85 | -0.097 | 3.0 | 0.4 | 10 | i | -3% | -12 | -12 | x | x | 6% | i | 9
CCCNC(=O)c1ccc2c(=O)c(O)c(-c3ccc(F)cc3)[nH]c2c1 | x | x | 1.8 | -0.71 | 0.84 | -0.87 | x | x | x | i | -15% | x | x | 0.1 | 1333 | -3% | i | 28
O=C(CSc1ccc(Cl)cc1)N1N=CCC1c1ccccc1 (stereo unspecified) | x | x | -0.43 | -0.22 | 0.13 | -0.024 | x | x | x | i | 12% | x | x | 1.0 | 1347 | 2% | i | 57
FC(F)(F)c1nnc2ccc(NCc3cccnc3)nn12 | i | -4 | -0.82 | -0.35 | -0.13 | 0.73 | 3.9 | 2.9 | 7.4 | i | 3% | -4 | 3 | 1.3 | 1030 | -2% | i | 52
COc1ccccc1CC(=O)Nc1ccc(-c2noc(COc3ccc(Br)cc3)n2)cc1 | i | -5 | -0.28 | -0.26 | 0.19 | 0.51 | 1.9 | 1.8 | 3.2 | i | -1% | -18 | -2 | 6.2 | 782 | 4% | i | 38
CCOc1ccccc1NC(=O)c1ccc(-n2cncn2)nc1 | i | 21 | 0.41 | -0.18 | 0.31 | -0.66 | 2.5 | 1.1 | 5.5 | i | -3% | 6 | 4 | 1.0 | 1512 | -1% | i | 28
O=C(CSc1nnc(COc2ccccc2)o1)NCCc1ccccc1 | i | 2 | -0.26 | -0.23 | 0.32 | -1.1 | 5.2 | 2.9 | 9.1 | i | -3% | -4 | -16 | 0.9 | 1168 | 0% | i | 52
O=C(c1ccccc1)N1CCSc2sccc2C1=O | i | 5 | 0.4 | -0.23 | 0.92 | -1.2 | 2.4 | 1.4 | 0.5 | i | -6% | 5 | 11 | -4.2 | 1073 | -4% | x | x
COc1cc(C(=O)NCCN2CCOCC2)cc(OC)c1OC | i | 0 | -0.53 | -0.28 | -0.27 | 0.15 | 1.0 | 1.6 | 20 | i | 7% | 18 | 20 | x | x | -3% | i | 35
Cn1nccc1C(=O)Oc1ccc(/C=N/NC(=O)c2ccccc2O)cc1 | i | -7 | -0.81 | -0.37 | -0.34 | 1.2 | 4.4 | 3.2 | 8.7 | i | 26% | -10 | 3 | -0.8 | 1137 | 16% | i | 51
CCCn1c(SCC(=O)NCCc2ccccc2)nnc1-c1cccnc1 | i | -20 | -0.35 | -0.22 | 0.29 | -0.058 | 4.5 | 2.9 | 7.5 | i | -2% | -1 | 2 | -7.8 | 1012 | -5% | i | 57
O=C(O)CC(NC(=O)Cc1ccc(Cl)cc1)c1ccco1 (stereo unspecified) | i | 5 | -0.69 | -0.34 | -0.23 | 0.35 | 4.6 | 1.6 | 5.0 | i | -5% | 1 | 7 | -1.2 | 1100 | -2% | i | 61
Cc1ccccc1N(C(=O)Cn1nnc(-c2cccs2)n1)C(C(=O)NCCC(C)C)c1ccco1 (stereo unspecified) | i | 5 | -0.58 | -0.21 | -0.92 | -0.38 | 2.7 | 2.7 | 10 | i | -6% | 14 | 2 | -0.3 | 1255 | 2% | i | 22

5 entries drawn at random from those above:
SMILES | Autophagy mod | Autophagy mod cell loss 18 h | Dynein cargo inh | Dynein cargo inh cytoplasmic EGFP | Dynein cargo inh nuclear GR-EGFP | Dynein cargo inh cell count | MT stabilizer | MT stabilizer Hoechst-high % | MT stabilizer cytotoxicity % | Yfh1-off respiration | P. falciparum M17LAP | WT yeast gro inh | WT yeast gro inh mutant strain | bCat nuc transl | bCat nuc transl cell count 5 µM | M1AAP inhibition | T cell modulator | T cell modulator vesicle-bound %
O=C(O)CC(NC(=O)Cc1ccc(Cl)cc1)c1ccco1 (stereo unspecified) | i | 5 | -0.69 | -0.34 | -0.23 | 0.35 | 4.6 | 1.6 | 5.0 | i | -5% | 1 | 7 | -1.2 | 1100 | -2% | i | 61
Cn1nccc1C(=O)Oc1ccc(/C=N/NC(=O)c2ccccc2O)cc1 | i | -7 | -0.81 | -0.37 | -0.34 | 1.2 | 4.4 | 3.2 | 8.7 | i | 26% | -10 | 3 | -0.8 | 1137 | 16% | i | 51
CCCn1c(SCC(=O)NCCc2ccccc2)nnc1-c1cccnc1 | i | -20 | -0.35 | -0.22 | 0.29 | -0.058 | 4.5 | 2.9 | 7.5 | i | -2% | -1 | 2 | -7.8 | 1012 | -5% | i | 57
COc1cc(C(=O)NCCN2CCOCC2)cc(OC)c1OC | i | 0 | -0.53 | -0.28 | -0.27 | 0.15 | 1.0 | 1.6 | 20 | i | 7% | 18 | 20 | x | x | -3% | i | 35
Cc1ccccc1N(C(=O)Cn1nnc(-c2cccs2)n1)C(C(=O)NCCC(C)C)c1ccco1 (stereo unspecified) | i | 5 | -0.58 | -0.21 | -0.92 | -0.38 | 2.7 | 2.7 | 10 | i | -6% | 14 | 2 | -0.3 | 1255 | 2% | i | 22
